PGC1a acetyl inh = lowers PGC1a acetylation signal in U2OS cells. AID 651687. 350,000 compounds, 0.17% hits. inhibition, % at 15.6 µM. AlphaScreen anti-acetyl-lysine; with virally co-expressed GCN5 acetyltransferase;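 active means every replicate shows inhibition of at least 40%; inconclusive means mean inhibition at least 40% but some replicate below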;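 further: 0% = neutral control wells and 100% = positive control wells; some results beyond the cut were filed as inactive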
PAX8 inh HTS = PAX8 transcriptional activity inhibition; RMG-I TPO-luciferase reporter, SteadyGlo, 24 h; inhibition, % at 12.6 µM; 360,000 compounds, 1.2% hits; AID 652154;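 active means mean replicate inhibition at least 60% with every replicate also reaching 60%; inconclusive means only one of the two criteria is met; inactive means mean below 60% and not all replicates reaching 60%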;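 further: luciferase light reporting Pax8 driven TPO promoter activity; plate controls were median of neutral control wells for no effect and mitoxantrone controls for full effect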
Cneo AK release = causes C. neoformans cell lysis | adenylate kinase release luminescence, 4 h; normalised: neutral wells 0, clomiphene wells 100 | lysis activity, % at 15 µM | 360,000 compounds, 0.2% hits;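 active means mean lysis activity across replicates of at least 80%, whatever share of replicates individually reach that level; inactive means mean lysis activity below 80%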
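Material: C. neoformans cells; Schedule: 4 h static compound exposure, 37 °C, read 1 h post-reagent; Measured by: adenylate kinase release luminescence; Read-out: signal increase indicating cell lysis; Controls: Clomiphene as positive lysis control.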
INS-1E GSIS act = GLuc luminescence reporter in INS-1E cells, primary screen for activators of glucose-dependent secretion of insulin | INS-1E GLuc reporter insulin secretion, 2-3 h | activation, % at 16.6 µM | 370,000 compounds, 0.61% hits | AID 743287;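 active means lowest replicate activation of at least 40%, so every replicate reaches that level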;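 further: 0% = median of neutral control wells and 100% = median of IBMX positive control wells; some compounds called inactive have numbers as strong as hits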
ARNT-TACC3 inh = disrupts binding between human ARNT and TACC3; AlphaScreen His-ARNT PAS-B/GST-TACC3 binding, luminescence; TACC3 fragment carries E629A point mutation; inhibition, % at 9.99 µM; 390,000 compounds, 0.66% hits;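 active means mean inhibition of replicates at least 50% and at least half of replicates each reaching 50%; inconclusive means half or more replicates reach 50% but mean below 50%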;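 further: 0% = complete ARNT plus TACC3 wells and 100% = ARNT alone without TACC3; many hits fall short of the cut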
PglD inh = blocks C. jejuni PglD acetyltransferase activity; purified PglD enzyme, DTNB colorimetric CoA detection; inhibition, % at 12.5 µM; 360,000 compounds, 0.098% hits; AID 602405; in the data active means inhibition above about 16%, passing the limit was not always enough; inconclusive means no clear call, values can overlap the other calls; further: strong numbers were not always called active
C2C12 statin = suppressors of simvastatin-induced myotoxicity in C2C12 myotubes. AID 602340. rescue of ATP level, % at 7.49 µM. 330,000 compounds, 0.78% hits. ATP luminescence, 48 h; scaled: DMSO 0, geranylgeraniol control 100;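 active means mean ATP rescue above about 67%, or every replicate alone reaching that limit, limit read from the data, passing the limit was not always enough; inconclusive means no clear call, values can overlap the other calls; inactive means mean under the limit and some replicate under it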;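 further: myotubes were challenged with 10 µM simvastatin during compound exposure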
LGR2 inh = blocks bursicon-induced cAMP signaling via Drosophila LGR2. HEK293 LGR2, CRE-luciferase, bursicon-stimulated, 4 h. inhibition, % at 9.99 µM. 380,000 compounds, 0.35% hits;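 active means drop in luminescence signal, shown as inhibition above about 50% in the replicate tests, limit read from the data, passing the limit was not always enough; inconclusive means probably only some replicates passing the limit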;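 further: agonist challenge used bursicon conditioned medium at about half maximal strength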
The depositor's hits bear a star; ? = inconclusive; · = not tested or not shown. No enrichment for hits, and some 2.9% of all compounds hit somewhere here.

A first look (2 entries):
SMILES	PGC1a acetyl inh	PAX8 inh HTS	Cneo AK release	INS-1E GSIS act	ARNT-TACC3 inh	PglD inh	C2C12 statin	LGR2 inh
COc1ccc(OC)c(NC(=O)c2cnc(Nc3ccccc3OC)c3ccccc23)c1	7	·	1	3	·	-3	-16	20
Fc1ccccc1N1CCN(CC2CC3C=CC2C3)CC1 (stereo not drawn)	-19	·	-2	·	-39	-2	-5	·

Results, from the start:
SMILES	PGC1a acetyl inh	PAX8 inh HTS	Cneo AK release	INS-1E GSIS act	ARNT-TACC3 inh	PglD inh	C2C12 statin	LGR2 inh
COc1ccc(OC)c(NC(=O)c2cnc(Nc3ccccc3OC)c3ccccc23)c1	7	·	1	3	·	-3	-16	20
Fc1ccccc1N1CCN(CC2CC3C=CC2C3)CC1 (stereo not drawn)	-19	·	-2	·	-39	-2	-5	·
Cc1cccc(C)c1OCC(O)CNC(C)(C)C (stereo not drawn)	-4	4	-3	·	-5	-1	9	·
Cc1ccc(-c2csc(C(C)(O)c3ccc(F)c(F)c3)n2)cc1C (stereo not drawn)	8	2	1	-20	·	-3	-21	8
CN1CCN(S(=O)(=O)c2ccc(-c3noc(C4CCN(S(C)(=O)=O)CC4)n3)cc2)CC1	2	·	0	·	-7	3	5	·
CCOC(=O)c1c(NC(=O)CCS(=O)(=O)c2ccccc2)sc2c1CCN(C(C)C)C2	·	28	0	26	·	-1	-4	-4
O=C1OC(N2C(=O)CC[C@H]2C(=O)Nc2ccc3c(c2)OCO3)c2ccccc21 (stereo partly drawn)	-14	·	0	0	-1	-6	2	-14
O=C(/C=C\N1CCOCC1)c1ccc(Br)cc1	·	-65	11	3	-2	5	24	-61
OCCn1ccc(-c2ccccc2OCc2ccc(F)cc2)n1	2	1	1	-16	-8	-1	4	14
O=C(NN1CCCCC1)c1cccc(COc2ccc(Cl)cc2)c1	-9	36	1	-5	-4	-2	·	-166
C=CCc1c(C)nc2cc(-c3ccc(C)cc3)[nH]n2c1=O	3	-44	-4	2	-3	-3	-31	?
CCCc1nn(C)c(C(=O)Nc2ccc(C)c(C)c2)c1Cl	15	-96	3	-7	-8	13	-8	-52
Cc1cc(C)n2nc(SCC(=O)Nc3ccccc3F)nc2n1	14	-12	-1	14	-2	3	-6	-10
Cc1ccc(Cn2cc(/C=N/NC(=O)Cc3nnc(NC(=O)c4ccc(C)cc4)s3)c3ccccc32)cc1	·	15	0	4	-18	-2	8	-39
COc1ccc(C)cc1C(=O)CCC(=O)NC1CCCCC1	-4	-22	·	5	14	·	·	-9
COc1ccc(NC(=O)Nc2ccc3c(c2)[C@H]2C[C@H](CC(=O)N[C@@H](C)c4ccccc4)O[C@@H](CO)[C@H]2O3)cc1	-21	-32	-5	-6	-2	-2	6	-1
Cc1ccc(C(=O)COC(=O)CCN2C(=O)C3C4CC(C(Br)C4Br)C3C2=O)cc1 (stereo not drawn)	·	·	7	-19	·	-2	·	0
CC1CCN(C(=O)c2cc3nc(C4CC4)cc(C(F)(F)F)n3n2)CC1	2	6	-5	·	34	1	·	·
COc1ccc(C(=O)NCc2ccon2)cc1OC1CCN(C(C)C)CC1	14	8	3	-4	0	-4	-2	8
Cc1cccc(-n2ncc3c(NCCCn4ccnc4)ncnc32)c1	37	-84	-1	·	12	1	-23	-31
Cc1ccccc1-c1nc(CS(=O)(=O)CC(=O)NCc2ccccc2)c(C)o1	1	11	1	·	-12	4	0	15
O=C(COC(=O)/C=C/c1ccc(F)cc1)NCc1cccs1	·	0	0	10	·	-2	1	0
COc1ccc(NC(=O)COC(=O)Cc2c[nH]c3ccccc23)cc1OC	2	13	·	-6	-13	·	·	3
CCC(NC(=O)c1ccncc1)c1ccccc1 (stereo not drawn)	-5	18	-1	4	-3	-4	-5	-7
C[C@H]1CN([C@@H](C)CO)C(=O)c2cccc(NC(=O)c3cnccn3)c2O[C@@H]1CN(C)C(=O)Nc1ccc(F)cc1	12	2	1	9	-6	0	-27	8

Part of the list above, with values under each structure:
Below each SMILES: PGC1a acetyl inh	PAX8 inh HTS	Cneo AK release	INS-1E GSIS act	ARNT-TACC3 inh	PglD inh	C2C12 statin	LGR2 inh
O=C(/C=C\N1CCOCC1)c1ccc(Br)cc1
    ·	-65	11	3	-2	5	24	-61
OCCn1ccc(-c2ccccc2OCc2ccc(F)cc2)n1
    2	1	1	-16	-8	-1	4	14
O=C(NN1CCCCC1)c1cccc(COc2ccc(Cl)cc2)c1
    -9	36	1	-5	-4	-2	·	-166
C=CCc1c(C)nc2cc(-c3ccc(C)cc3)[nH]n2c1=O
    3	-44	-4	2	-3	-3	-31	?
CCCc1nn(C)c(C(=O)Nc2ccc(C)c(C)c2)c1Cl
    15	-96	3	-7	-8	13	-8	-52
Cc1cc(C)n2nc(SCC(=O)Nc3ccccc3F)nc2n1
    14	-12	-1	14	-2	3	-6	-10

Next section
SMILES	PGC1a acetyl inh	PAX8 inh HTS	Cneo AK release	INS-1E GSIS act	ARNT-TACC3 inh	PglD inh	C2C12 statin	LGR2 inh
C[C@H](CO)N1C[C@H](C)[C@H](CN(C)Cc2ccc(C(=O)O)cc2)Oc2ccc(NC(=O)C3CC3)cc2CC1=O	7	·	44	-2	-8	1	-5	2
C[C@@H]1CN([C@H](C)CO)C(=O)c2c(c3ccccc3n2C)-c2ccccc2CO[C@H]1CN(C)C(=O)N[C@H](C)c1ccccc1	-43	-19	·	-23	·	·	8	-2
C[C@@H]1CN([C@@H](C)CO)S(=O)(=O)c2ccc(C#CCN(C)C)cc2O[C@@H]1CN(C)Cc1ccc2c(c1)OCO2	-31	-18	-10	-1	·	-4	8	-18
C[C@]12C=CC(=O)C=C1CC[C@@H]1[C@@H]2[C@@H](O)C[C@@]2(C)[C@H]1CC[C@]2(O)C(=O)COC(=O)CCC(=O)NCCc1ccc(O)cc1	·	15	-1	-18	-2	5	4	8
O=C(NCc1ccco1)c1cc(-c2cccs2)nc2ccccc12	·	4	·	-42	-1	·	·	-2
COCCNC(=O)CN1CCC(NC(=O)Nc2ccccc2)CC1	6	·	2	·	-3	-6	11	·
COc1ccc(C(=O)C2CCCN(C3Cc4ccccc4C3)C2)c(OC)c1 (stereo not drawn)	-1	20	·	-2	10	·	-3	0
O=C(NC1CCCCC1)c1ccc(S(=O)(=O)NCc2cccnc2)cc1	4	·	-1	12	-1	-4	0	-8
CCOC(=O)Cc1csc(NC(=S)NC(=O)c2ccccc2Br)n1	1	-6	3	2	1	-5	·	-5
Cn1nc(-c2ccccc2)cc1NS(=O)(=O)c1ccccc1	·	27	·	8	-9	·	·	-6
O=C(NCCNc1ccc([N+](=O)[O-])cc1)c1ccco1	-5	9	·	-11	-4	·	·	9
O=C(c1ccc(CN2CCc3ccccc3C2)cc1)N1CCCCC1	0	·	0	-3	7	3	4	-5
NC(=O)[C@@H]1[C@H]2C(=O)O[C@H](c3ccccc3)[C@H](c3ccccc3)N2[C@H](c2ccc(O)cc2)[C@@]12C(=O)Nc1ccc(C#CC3=CCCCC3)cc12	5	-8	-12	·	13	1	·	·
C[C@@H]1CCCCO[C@H](CN(C)S(=O)(=O)c2cn(C)cn2)[C@@H](C)CN([C@H](C)CO)C(=O)c2cc(NC(=O)c3ccccc3)ccc2O1	4	-13	-2	26	-18	-2	·	-1
CCOC(=O)CS(=O)(=O)c1ccc2ccccc2c1	-1	14	-1	·	-12	0	10	·
COc1ccc2cnn(-c3ccccc3)c(=O)c2c1OC	-15	·	-1	·	6	-3	6	·
CN1CCN(c2nc(Nc3ccc(F)cc3)nc(Nc3ccc(F)cc3)n2)CC1	·	3	-5	-9	18	1	-14	-5
CC(C)(C)c1nc2ccccc2[nH]1	3	3	0	·	-3	-3	0	·
CC(CN(C)Cc1nc(Cc2cccc(C(F)(F)F)c2)no1)CN1CCCC1 (stereo not drawn)	·	4	·	-22	-8	·	·	19
O=C(COC(=O)c1cc[n+]([O-])cc1)Nc1cc([N+](=O)[O-])ccc1Cl	·	22	·	-6	-1	·	·	-11
O=C1NC(=Nc2ccccc2)SC1(CO)CO	0	17	-1	2	-4	4	5	11
NC(=O)c1nn(CC(=O)Nc2ccc3c(c2)OCO3)cc1[N+](=O)[O-]	2	-16	1	7	-2	0	20	-8
CCc1nn(C(CC)C(=O)NCc2cccc(OC)c2OC)c(=O)c2cc3occc3n12 (stereo not drawn)	-5	14	1	4	2	2	1	6
CCN1CCN(C(=O)N(CC(=O)Nc2ccc(C(N)=O)cc2)S(=O)(=O)c2ccc(C)cc2)CC1	·	-13	·	18	0	·	·	-6
COc1ccccc1NC(=O)N[C@@H]1CC[C@@H](CCn2cc(-c3cccnc3)nn2)O[C@@H]1CO	-3	-1	1	-3	25	4	-4	-7

Three compounds out of the list above, ordered by the number in ARNT-TACC3 inh, lowest first.
smiles,PGC1a acetyl inh,INS-1E GSIS act,ARNT-TACC3 inh,PglD inh,LGR2 inh
C[C@H](CO)N1C[C@H](C)[C@H](CN(C)Cc2ccc(C(=O)O)cc2)Oc2ccc(NC(=O)C3CC3)cc2CC1=O,7,-2,-8,1,2
CCOC(=O)Cc1csc(NC(=S)NC(=O)c2ccccc2Br)n1,1,2,1,-5,-5
COc1ccc(C(=O)C2CCCN(C3Cc4ccccc4C3)C2)c(OC)c1 (stereo not drawn),-1,-2,10,·,0

(list continues)
SMILES	PGC1a acetyl inh	PAX8 inh HTS	Cneo AK release	INS-1E GSIS act	ARNT-TACC3 inh	PglD inh	C2C12 statin	LGR2 inh
COc1ccc(S(=O)(=O)N2CCCCC2)cc1NC(=O)CCNC(=O)c1ccco1	-2	0	0	3	-5	-1	-1	4
CCOc1ccc(C(=O)OCC(=O)Nc2cc(C)on2)cc1OCC	1	·	0	62*	-18	-2	7	·
O=C(Nc1ccccc1F)N[C@H]1CC[C@H](CCNC(=O)C2CCOCC2)O[C@@H]1CO	1	1	-2	2	-10	1	-1	-11
Cc1ccc(C[n+]2cccc(-c3ccccc3)c2)c(C)c1	·	45	·	-29	-3	·	·	-13
CC(=O)Nc1ccc2c(c1)C(=O)N(C)[C@H]1CC[C@@H](CC(=O)NCc3ccc(Cl)cc3)O[C@H]1CO2	2	6	-1	8	-3	-1	-4	15
Nc1c(C(=O)NC23CC4CC(CC(C4)C2)C3)sc2nc3c(c(C(F)(F)F)c12)CCC3	0	·	-2	-19	2	7	-24	-13
C[C@H]1CCCCO[C@H](CN(C)Cc2ccccc2)[C@@H](C)CN([C@@H](C)CO)C(=O)c2cc(NC(=O)Nc3ccc(F)cc3)ccc2O1	-10	5	4	-25	11	-1	·	-1

From PubChem BioAssay
